Bioassay records: PubChem, National Center for Advancing Translational Sciences (NCATS)
FBPA Giardia inh: qHTS Assay for Inhibitors of Fructose-1,6-bisphosphate Aldolase from Giardia Lamblia; purified Giardia FBPA; Potency, µM (doses to about 59.6 µM), without a hit: at the highest dose activity, negative = inhibition, most hits filed as inhibitors; actives 0.71% (n = 290,000); AID 2451, 2010; also: potency is read from the fitted curve at half-maximal effect; nearly all actives have a fitted effect of over 55% in size
Target sequence (A8B2U2 whole entry, looked up): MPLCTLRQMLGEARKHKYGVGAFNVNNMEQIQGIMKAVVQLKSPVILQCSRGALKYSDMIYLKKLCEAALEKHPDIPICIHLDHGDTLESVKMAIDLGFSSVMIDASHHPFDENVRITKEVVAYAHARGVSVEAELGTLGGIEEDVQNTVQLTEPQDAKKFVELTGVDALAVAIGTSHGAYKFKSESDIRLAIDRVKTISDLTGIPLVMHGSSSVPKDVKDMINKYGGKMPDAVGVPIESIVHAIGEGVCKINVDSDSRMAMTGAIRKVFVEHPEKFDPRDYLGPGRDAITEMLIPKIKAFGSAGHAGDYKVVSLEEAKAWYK
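40 nM FBPA preincubated 10 min at RT with compound (up to 57.5 uM final), then substrate plus GAPDH/TPI/NAD/arsenate coupling and diaphorase/resazurin added. Fluorescence read after 20 min at RT, 525/598 nm.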
HCV inh: qHTS Assay for Inhibitors of Hepatitis C Virus (HCV). AID 651820, 2012. Huh7.5.1 HCVcc-Cre infection, luciferase reporter, 44 h. actives 3.4% (n = 340,000). Potency, µM (highest dose often 41.8 µM), without a hit: top-dose activity change, negative = inhibition, hits mostly inhibitors; also: potency is read from the fitted curve at half-maximal effect
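After 44 h co-culture of compound, cells and HCVcc-Cre (~0.5 moi), substrate is added for 15 min at room temperature and luciferase measured over 15 sec. Cells were seeded at 1,000/well and pre-cultured 4 h.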
Sm TGR inh: qHTS Assay for the Inhibitors of Schistosoma Mansoni Peroxiredoxins; actives 3% (n = 360,000); Schistosoma mansoni thioredoxin glutathione reductase (TGR), Q962Y6; purified TGR, DTNB reduction, TNB absorbance 405 nm; Potency, µM (top dose mostly 114 µM), for inactives: at the highest dose activity change, negative = inhibition, usual class: inhibitors; also: potency is read from the fitted curve at half-maximal effect; nearly all actives have a fitted effect of over 60% in size
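First, TGR (20 nM dispensed) and NADPH were mixed with compound. Second, a 15 min room-temperature incubation followed. Third, further NADPH and then DTNB were added to start the reaction. Finally, TNB absorbance was monitored kinetically.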
HCMV inh: qHTS Assay for inhibitors of the human cytomegalovirus (HCMV) | AID 1259415, 2018 | activity change, negative = inhibition, % at 57.5 µM | actives 4.5% (n = 410,000) | HFF cells, HCMV-luciferase reporter, 72 h; hits give low values; in the data active = activity change below about -60%; inconclusive = no clear call, values can overlap the other calls; inactive = above about -39%
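HFF cells seeded 16 h at 37C, treated with compounds, infected with luciferase-reporter HCMV at MOI 1 PFU/cell; luciferase read at 72 h post infection, normalized to buffer-only and Salinomycin controls.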
AmpC inh detg: qHTS Inhibitors of AmpC Beta-Lactamase (assay with detergent) | P00811 | AmpC hydrolysis of nitrocefin, absorbance 480 nm, 0.01% Triton | Potency, µM (highest dose often 114 µM), for the others: at the top dose activity change, negative = inhibition, usual class: inhibitors | actives 0.041% (n = 370,000) | AID 485294, 2010;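 also: potency is read from the fitted curve at half-maximal effect; 0% = no-compound wells and -100% = no-enzyme wells; nearly all actives have a fitted effect of over 25% in size; some results filed as inactive show a strong effect at the top dose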
Target sequence (P00811 whole entry, looked up): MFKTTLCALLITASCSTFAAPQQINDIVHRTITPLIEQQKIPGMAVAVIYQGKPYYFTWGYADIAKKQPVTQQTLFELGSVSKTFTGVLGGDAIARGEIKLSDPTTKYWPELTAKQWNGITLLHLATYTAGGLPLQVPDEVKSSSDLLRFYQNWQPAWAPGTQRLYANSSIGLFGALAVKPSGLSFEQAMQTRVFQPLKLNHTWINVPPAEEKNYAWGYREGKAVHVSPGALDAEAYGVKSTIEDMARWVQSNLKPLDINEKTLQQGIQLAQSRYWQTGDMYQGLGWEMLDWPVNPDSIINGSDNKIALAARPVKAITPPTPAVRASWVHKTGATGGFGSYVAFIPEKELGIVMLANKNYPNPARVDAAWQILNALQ
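AmpC (5.3 nM in the dispensed reagent) in 20 mM phosphate pH 7.0 with 0.01% (detergent screen) or 0.0001% Triton X-100 was preincubated with compounds for 15 min at room temperature. Nitrocefin was then added from an 800 uM solution, and hydrolysis was followed at 480 nm.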
AmpC inh no detg: qHTS Inhibitors of AmpC Beta-Lactamase (assay without detergent); AmpC nitrocefin hydrolysis, absorbance 480 nm, 0.0001% Triton; Potency, µM (series often up to 57.1 µM), inactives show at the top dose activity change, negative = inhibition, actives largely listed as inhibitors; actives 0.52% (n = 330,000); AID 485341, 2010;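 also: potency is read from the fitted curve at half-maximal effect; plate controls were no compound for no effect and no enzyme for full effect; nearly all actives have a fitted effect of over 20% in size; some results filed as inactive show a strong effect at the top dose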
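AmpC (5.3 nM in the dispensed reagent) in 20 mM phosphate pH 7.0 with 0.01% (detergent screen) or 0.0001% Triton X-100 was preincubated with compounds for 15 min at room temperature. Nitrocefin was then added from an 800 uM solution, and hydrolysis was followed at 480 nm.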
* marks the source's active call; other numbers are inactive results; ? = inconclusive; · = no result given; & = joins results of further samples; [ ] = remark or other dose. Unless noted, calls follow the shape of the dose curve; as a rule, active = well fitted curve in the direction sought with a large enough effect; inconclusive = small, poorly fitted or top-dose-only effect, or another doubt; inactive = no such curve, though single readings can be large; an effect the other way counts as inactive or inconclusive. Unless noted, % is scaled to controls: 0 for no effect and ±100 for the full control effect. Rows were taken by chance, and some 9.9% of all compounds hit somewhere here.

SMILES	FBPA Giardia inh	HCV inh	Sm TGR inh	HCMV inh	AmpC inh detg	AmpC inh no detg
O=C(CN1CCCCCC1)Nc1cccc(NC(=O)CN2CCCCCC2)c1	?	?	-7%	-17	-14%	-22%
COc1ccc(C)cc1S(=O)(=O)N1CCN(Cc2ccccc2)CC1	0%	12%	?	4	3%	50%
COCCN(C(=O)c1ccco1)c1nnc(-c2ccc(OC)cc2)s1	-8%	-5%	-1%	66	-12%	128%[activator]
Cc1ccnc(NS(=O)(=O)c2ccc(NC(=O)C3CCCCC3C(=O)O)cc2)n1 (configuration not stated)	-1%	17%	0%	3	-13%	-16%
c1ccc(CC2CCN(C(c3cccs3)c3nnnn3C3CCCC3)CC2)cc1 (configuration not stated)	-4%	?	-13%	·	-5%	-21%
CC(NC(=O)c1cc(-c2ccc3c(c2)OCO3)nc2ccccc12)C(C)(C)C (configuration not stated)	6%	-2%	-1%	-36	3%	-22%
Cc1ccc(NC(=O)CCN2C(=O)c3ccccc3Sc3ncccc32)cc1	·	-2%	13µM*	?	-1%&-4%	10%
COc1ccc(NS(=O)(=O)c2ccc(N3CCN(CCO)CC3)c([N+](=O)[O-])c2)cc1	·	?	-1%	-15	-3%	73%[activator]
CC1=NN(c2nc(-c3ccc(C)cc3)cs2)C(=O)C1N=Nc1cccc(C)c1 (configuration not stated)	4%	-9%	-2%	?	-9%	-34%
Cn1c(COc2cccc3ccccc23)nnc1SCC(=O)OC1CCCCC1	-2%	16%	8%	49	-4%	47%
O=C1C=C(c2ccccc2)C[C@@H](c2ccc3c(c2)OCO3)C1	·	?	3%	-11	9%	-22%
C#CCn1c(=NC(=O)c2ccco2)sc2cccc(Cl)c21	-5%	-3%	1%	0	0%	95%[activator]
CCCN(CCC)CCNC(=O)C1c2ccccc2C(=O)N(CCOC)C1c1ccc(F)cc1 (configuration not stated)	2%	10%	-23%	-33	-1%	28%
COc1cc2cc(CN(CCO)C(=O)c3cccs3)c(=O)[nH]c2cc1OC	3%	6%	-12%	4	-10%	-17%
Cc1csc(NC(=O)c2nn(C)c(C)c2[N+](=O)[O-])n1	0%	8%	0%	-8	2%	-5%
NC(=O)c1ccc(NC(=O)CCCc2nc(-c3ccccc3Cl)no2)cc1	7%	25%	5%	111	-1%	-34%
COc1ccc(N(C(=O)c2snc(C(N)=O)c2N)C(C(=O)NC2CCCC2)c2cccs2)c(OC)c1 (configuration not stated)	5%	?	1%	-13	-12%	37%
COc1ccccc1CN(C)C(=O)c1cc(-c2cccs2)nc2ccccc12	7%	?	-4%	-7	-10%	-2%
Cc1ccc2cccc(NC(=O)COc3ccccc3Cl)c2n1	·	·	10%	29	-3%	·
Cc1ccccc1NC(=O)CSc1ccc(-c2ccccn2)nn1	·	·	0%&-2%	-39&11	3%&-2%	-6%
O=C1COc2ccc(C(=O)COC(=O)c3ccccn3)cc2N1	·	-10%	-2%	-9	?	-9%
COc1ccc(N2C(=O)C3CCCN3C2c2ccc(Cl)cc2)cc1 (configuration not stated)	0%	4%	4%	-5	-18%	-1%
O=C(Nc1ccccc1C(=O)Nc1ccccc1)c1ccco1	9%	-6%	5%	9	-10%	-35%
O=C1Nc2ccccc2/C1=C/c1cnc(-c2ccccc2)[nH]1	1%	5%	-12%	96	-5%	-31%
CCOP(=O)(NC12CC3CC(CC(C3)C1)C2)NC12CC3CC(CC(C3)C1)C2	-7%	26%	-7%	5	0%	-7%
SMILES	FBPA Giardia inh	HCV inh	Sm TGR inh	HCMV inh	AmpC inh detg	AmpC inh no detg
O=C(N/N=C/c1ccc(OCc2cnc(Cl)s2)cc1)c1ccncc1	5%	11%	4%	9	1%	0%
Cc1nnc(N/N=C/c2c[nH]c3ccccc23)[nH]c1=O	15%	-9%	-18%	27	0%	2%
CCCOc1cccc(C2/C(=C(\O)c3ccc4c(c3)OCCO4)C(=O)C(=O)N2CCCn2ccnc2)c1 (configuration not stated)	·	-7%	2%	-37	2%	-8%
OC(COCCC12CC3CC(CC(C3)C1)C2)CN1CCCCC1 (configuration not stated)	0%	-15%	0%	?	-10%	27%
Cc1cc(C)cc(NC(=O)C(OC(=O)c2ccc([N+](=O)[O-])o2)c2ccccc2)c1 (configuration not stated)	-27%	1%	-30%	60	-5%	-49%
COc1ccc(NC(=O)c2c(NC(=O)Cc3ccccc3)sc3c2CCCC3)cc1	·	·	2%	-22	6%	·
O=C(Nc1cccc(S(=O)(=O)N2CCCCC2)c1)c1ccc(OCC2CCCO2)cc1 (configuration not stated)	-7%	?	-1%	-66*	-2%	-24%
O=C1CC(C(=O)Nc2cccc(F)c2)n2ncnc2N1 (configuration not stated)	7%	13%	4%	-36	-5%	-6%
Cc1nc2ccc([N+](=O)[O-])cc2[nH]1	-1%	4%	15%	-15	7%	-22%
COc1cc(/C=N/NC(=O)c2ccc3ccccc3c2)ccc1Oc1ccc([N+](=O)[O-])cn1	5%	3.5µM*	-12%	?	-5%	-40%
CCOC(=O)CSc1nc(N)c2c3c(sc2n1)CCCC3	-14%	-26%	-34%	20	?	5%
Cn1c(O)c(N=NC(=O)CNC(=O)c2ccco2)c2ccccc21	-8%	-7%	-8%	?	-4%	-9%
COc1cccc(C(=O)Nc2ccc(C(=O)OCc3cc(=O)n4cc(C)sc4n3)cc2)c1	·	·	-11%	?	-5%	·
CCN(CC(=O)Nc1cccc(S(=O)(=O)N2CCOCC2)c1)Cc1ccccc1	·	6%	-2%	-14	-21%	23%
CC1CCN(c2ccc(-c3cccc(NC(=O)C(F)(F)F)c3)nn2)CC1	-4%	-20%	-20%	-4	-10%	-32%
COc1ccccc1N1CCN(C(=O)CCS(=O)(=O)c2cc(Br)cc3c2N(C(C)=O)CC3)CC1	·	·	-6%	-2	-5%	·
COc1ccccc1N1CCN(C(=O)CCNS(=O)(=O)c2ccc(Br)s2)CC1	-3%	?	6%	57	2%	74%[activator]
CC(C)(C)c1nnc(NC(=O)C2CC(=O)N(CCc3ccc(F)cc3)C2)s1 (configuration not stated)	0%	-16%	1%	24	-13%	81%[activator]
Cc1nc2ccc(NC(=O)c3ccc4ccccc4n3)cc2s1	11%	?	9%	31	7%	-19%
Cc1ccc(C(=O)c2coc3ccc(O)c(Cl)c23)cc1	?	-10%	-17%	57	-10%	-35%
Cc1cc(C)cc(NC(=O)C2CCCN2S(=O)(=O)c2ccc3nc(-c4ccccc4)[nH]c3c2)c1 (configuration not stated)	·	·	-3%	38	-2%	·
CCOC(=O)c1c(NC(=S)Nc2ccc(OC)cc2)sc2c1CCC2	-6%	-11%	6%	-28	-1%	-42%
COc1ccccc1CCC(=O)N1CCC(n2nccc2NC(=O)C2CCOC2)CC1 (configuration not stated)	·	·	-29%	60	3%	10%
CCc1ccccc1NC(=O)c1cc(S(=O)(=O)N2CCCC2)c[nH]1	-3%	3%	-4%	35	-1%	-21%
Cc1ccc(-c2cc(-c3c(C)nn(C)c(=O)c3N)[nH]n2)cc1	0%	-8%	5%	-12	-11%	9%
SMILES	FBPA Giardia inh	HCV inh	Sm TGR inh	HCMV inh	AmpC inh detg	AmpC inh no detg
N#Cc1c(C(F)(F)F)cc(-c2cccs2)nc1SCC(=O)Nc1cccc(C(F)(F)F)c1	·	·	-1%	-34	-2%	·
CCn1c(SCC(=O)c2cccs2)nnc1-c1cccs1	-16%	18%	0%	42	?	-14%
CCOC(=O)c1ccc(N2C(=O)CC(Sc3nnc(C)s3)C2=O)cc1 (configuration not stated)	-21%	12%	4.5µM*	-18	0%	-22%
CCCCC/C=N\NC(=O)Cc1ccc([N+](=O)[O-])cc1	6%	3%	-6%	-15	?	-24%
CCC1(C)Cc2ccccc2-c2nc(NCCCO)[nH]c(=O)c21 (configuration not stated)	6%	-25%	-4%	-21	-1%	-8%
COC(=O)/C=C1\NCCNC1=O	0%	11%	9%	?	11%	-3%
CC1=C(C#N)C(c2ccccc2)C2=C(N1)c1ccccc1C2=O (configuration not stated)	-17%	?	3%	-71*	?	-31%
CCOC(=O)CN1CC23C=CC(O2)C(C(=O)Nc2ccc(C(C)=O)cc2)C3C1=O (configuration not stated)	3%	-23%	0%	51	?	1.1µM*
COCCN(C(=O)COC(=O)Cc1ccccc1)c1c(N)n(Cc2ccccc2)c(=O)[nH]c1=O	·	8%	5%	0	?	?
Cc1cc(C)n(C(=O)c2c([N+](=O)[O-])c(C)nn2C)n1	-2%	17%	10%	-22	-4%	-8%

Pulled by compound from above, 6 records:
SMILES	FBPA Giardia inh	HCV inh	Sm TGR inh	HCMV inh	AmpC inh detg	AmpC inh no detg
CCOC(=O)CN1CC23C=CC(O2)C(C(=O)Nc2ccc(C(C)=O)cc2)C3C1=O (configuration not stated)	3%	-23%	0%	51	?	1.1µM*
CCOC(=O)c1ccc(N2C(=O)CC(Sc3nnc(C)s3)C2=O)cc1 (configuration not stated)	-21%	12%	4.5µM*	-18	0%	-22%
CC1=C(C#N)C(c2ccccc2)C2=C(N1)c1ccccc1C2=O (configuration not stated)	-17%	?	3%	-71*	?	-31%
CCC1(C)Cc2ccccc2-c2nc(NCCCO)[nH]c(=O)c21 (configuration not stated)	6%	-25%	-4%	-21	-1%	-8%
Cc1cc(C)n(C(=O)c2c([N+](=O)[O-])c(C)nn2C)n1	-2%	17%	10%	-22	-4%	-8%
N#Cc1c(C(F)(F)F)cc(-c2cccs2)nc1SCC(=O)Nc1cccc(C(F)(F)F)c1	·	·	-1%	-34	-2%	·

3 entries already listed, sorted by molecular weight, rising:
SMILES	FBPA Giardia inh	HCV inh	Sm TGR inh	HCMV inh	AmpC inh detg	AmpC inh no detg
COC(=O)/C=C1\NCCNC1=O	0%	11%	9%	?	11%	-3%
CCC1(C)Cc2ccccc2-c2nc(NCCCO)[nH]c(=O)c21 (configuration not stated)	6%	-25%	-4%	-21	-1%	-8%
CCn1c(SCC(=O)c2cccs2)nnc1-c1cccs1	-16%	18%	0%	42	?	-14%
